From PubChem BioAssay
Pol beta inh – qHTS Assay for Inhibitors of DNA Polymerase Beta | P06746 | Potency, µM (highest dose often 114 µM), without a hit: top-dose activity change, negative = inhibition, usual class: inhibitors | actives 1.3% (n = 340,000) | Pol beta primer extension/strand displacement, fluorescence kinetic; further: potency means the concentration at half of the fitted maximal effect; on the % scale 0 is the no-effect control and ±100 the full control effect
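Values derive from four-parameter Hill fits of normalized kinetic data: reads at 0 and 10 min following addition of 50 nM substrate to 10 nM Pol beta preincubated 15 min with compound.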
Glioma ERSR ind – qHTS for Inducers of the Endoplasmic Reticulum Stress Response (ERSR) in Human Glioma: qHTS | U87-MG GRP78 promoter luciferase reporter, 16 h | Potency, µM, for inactives: at the highest dose activation, actives largely listed as activators | actives 0.02% (n = 420,000) | AID 602332, 2012; further: potency means the concentration at half of the fitted maximal effect; series mostly up to about 76 µM; % of control where 0% means no effect; nearly all actives have a fitted effect of over 35% in size
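Stably transfected U87-MG human glioma cells carrying a GRP78-based luminescent sensor were seeded at 1000 cells/well, pin-dosed with compounds and incubated 16 h. Luciferase reagent was then added, and end-point luminescence was read after 10 min at room temperature.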
BLM inh – qHTS Assay for Inhibitors of Bloom's syndrome helicase (BLM); RecQ-like DNA helicase BLM (Homo sapiens), P54132; recombinant BLM DNA unwinding, fluorescence dequenching; Potency, µM (series often up to 56.1 µM), inactives show top-dose activity change, negative = inhibition, hits mostly inhibitors; actives 0.2% (n = 350,000); AID 2528, 2010;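 further: potency means the concentration at half of the fitted maximal effect; plate controls were vehicle for no effect and no enzyme for full effect; nearly all actives have a fitted effect of over 35% in size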
Target sequence (P54132 whole entry, looked up): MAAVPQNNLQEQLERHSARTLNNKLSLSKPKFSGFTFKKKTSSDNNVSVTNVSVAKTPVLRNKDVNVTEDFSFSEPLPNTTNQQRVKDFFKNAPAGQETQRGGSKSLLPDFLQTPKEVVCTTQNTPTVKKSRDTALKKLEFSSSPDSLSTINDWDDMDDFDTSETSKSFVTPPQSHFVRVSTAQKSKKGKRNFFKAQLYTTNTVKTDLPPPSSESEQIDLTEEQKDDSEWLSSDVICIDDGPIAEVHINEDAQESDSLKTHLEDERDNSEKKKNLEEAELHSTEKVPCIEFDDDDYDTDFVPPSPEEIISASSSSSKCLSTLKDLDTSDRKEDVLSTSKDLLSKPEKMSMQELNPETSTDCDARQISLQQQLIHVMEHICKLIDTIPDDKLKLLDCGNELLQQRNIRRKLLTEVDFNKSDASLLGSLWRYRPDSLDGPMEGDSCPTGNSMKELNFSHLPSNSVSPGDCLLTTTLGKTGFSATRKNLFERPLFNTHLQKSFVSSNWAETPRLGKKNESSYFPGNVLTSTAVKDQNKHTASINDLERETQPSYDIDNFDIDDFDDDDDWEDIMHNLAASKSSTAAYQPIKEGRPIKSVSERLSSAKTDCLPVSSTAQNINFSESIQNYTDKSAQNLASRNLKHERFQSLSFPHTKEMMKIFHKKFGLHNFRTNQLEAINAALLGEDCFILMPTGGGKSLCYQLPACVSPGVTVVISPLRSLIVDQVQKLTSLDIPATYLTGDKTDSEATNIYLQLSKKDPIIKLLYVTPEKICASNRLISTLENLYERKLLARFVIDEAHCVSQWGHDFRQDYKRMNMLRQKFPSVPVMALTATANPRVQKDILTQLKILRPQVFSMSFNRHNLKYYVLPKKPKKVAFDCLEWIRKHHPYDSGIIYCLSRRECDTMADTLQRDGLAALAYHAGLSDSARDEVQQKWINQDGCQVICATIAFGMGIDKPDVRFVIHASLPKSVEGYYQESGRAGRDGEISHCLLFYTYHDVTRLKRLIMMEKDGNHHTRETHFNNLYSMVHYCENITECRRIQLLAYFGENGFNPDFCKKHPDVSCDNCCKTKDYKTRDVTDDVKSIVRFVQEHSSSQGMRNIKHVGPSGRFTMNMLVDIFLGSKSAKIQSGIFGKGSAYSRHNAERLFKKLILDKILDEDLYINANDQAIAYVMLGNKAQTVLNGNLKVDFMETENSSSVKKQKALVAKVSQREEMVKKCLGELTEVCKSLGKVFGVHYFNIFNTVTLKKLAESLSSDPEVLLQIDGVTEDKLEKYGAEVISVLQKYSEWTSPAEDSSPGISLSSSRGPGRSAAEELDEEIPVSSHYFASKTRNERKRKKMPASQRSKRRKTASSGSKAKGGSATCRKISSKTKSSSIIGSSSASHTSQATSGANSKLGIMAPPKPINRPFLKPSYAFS
Pol iota inh – qHTS for Inhibitors of Polymerase Iota; DNA polymerase iota (Homo sapiens), Q9UNA4; Pol iota fluorescent replication assay, 10 min; Potency, µM (titrated, usually from 115 µM), for inactives: top-dose activity, negative = inhibition, most hits filed as inhibitors; actives 1% (n = 390,000); AID 588590, 2011; further: potency means the concentration at half of the fitted maximal effect
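Fluorescent replication assay read twice, at 0 min and 10 min after adding 50 nM (final) substrate. Enzyme (10 nM) and compounds were first incubated 15 min at room temperature; enzyme-free buffer wells were negative controls.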
POLH inh – qHTS for Inhibitors of Polymerase Eta. actives 1.2% (n = 390,000). recombinant Pol eta, fluorescent DNA replication assay. Potency, µM (highest dose often 114 µM), for inactives: at the highest dose activity change, negative = inhibition, most hits filed as inhibitors; further: potency means the concentration at half of the fitted maximal effect; on the % scale 0 is the no-effect control and ±100 the full control effect
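Fluorescent replication assay: 50 nM final substrate added after a 15 min room-temperature compound preincubation with 10 nM enzyme. Signal taken at 0 min and again at 10 min.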
Anesthetic bind – qHTS Assay for Identification of Novel General Anesthetics. Potency, µM (titrated, usually from 77.5 µM), for inactives: at the highest dose activity change, negative = displacement, hits mostly inhibitors. Ferritin light chain (Equus caballus), P02791. apoferritin/1-aminoanthracene competitive binding, fluorescence. actives 0.074% (n = 350,000); further: potency means the concentration at half of the fitted maximal effect; on the % scale 0 is the no-effect control and ±100 the full control effect; nearly all actives have a fitted effect of over 20% in size
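In PBS, apoferritin at 10 uM is loaded with 1-AMA from a 50% saturated solution. After 10 min of compound exposure at ambient temperature, reduced 535 nm fluorescence indicates probe displacement.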
LDHA block – qHTS assay for inhibitors of human lactate dehydrogenase. L-lactate dehydrogenase A chain (Homo sapiens), P00338. purified LDHA, NADH/diaphorase-resazurin fluorescence; hits give low values. activity change, % (values are at about 110 or 230 µM). actives 0.15% (n = 480,000). AID 1347041, 2019; in the data active means activity change below about -30%; inconclusive means mostly about -25% to -30%;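 further: plate controls were DMSO wells for no effect and wells without enzyme for full effect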
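LDH5 2 nM; NADH 0.06 mM, pyruvate 0.2 mM; 200 mM Tris pH 7.4, EDTA, Tween-20; 5 min RT. Detection: diaphorase 0.133 mg/mL + resazurin 37 µM, fluorescence ex540/em590 at 0 and 20 min; normalized to enzyme-free and DMSO wells.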
APE1 inh – qHTS Assay for Inhibitors of the Human Apurinic/apyrimidinic Endonuclease 1 (APE1). DNA repair nuclease/redox regulator APEX1 (Homo sapiens), P27695. recombinant APE1, TAMRA/BHQ-2 abasic DNA cleavage fluorescence. Potency, µM (doses to about 65.8 µM), for inactives: at the highest dose activity change, negative = inhibition, actives largely listed as inhibitors. actives 0.35% (n = 350,000);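 further: potency means the concentration at half of the fitted maximal effect; plate controls were vehicle for no effect and reference inhibitor for full effect; nearly all actives have a fitted effect of over 55% in size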
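Substrate: short duplex with […] THF abasic site, 5'-TAMRA and 3'-BHQ-2, 50 nM final. APE1 at 0.75 nM, preincubated 15 min RT with compound. Fluorescence increase from first to third read measured activity.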
POLK inh – qHTS for Inhibitors of Polymerase Kappa | DNA polymerase kappa (Homo sapiens), Q9UBT6 | purified Pol kappa, fluorescent DNA synthesis assay, 10 min | Potency, µM (top dose mostly 107 µM), without a hit: top-dose activity, negative = inhibition, hits mostly inhibitors | actives 0.53% (n = 400,000) | AID 588579, 2011; further: potency means the concentration at half of the fitted maximal effect; on the % scale 0 is the no-effect control and ±100 the full control effect
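50 nM final substrate added after 15 min RT preincubation of 10 nM Pol kappa with compound; fluorescence read at 0 and 10 min.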
Active calls of the source: *; ? = inconclusive; nt = no result given; & = joins results of further samples; [ ] = dose if it differs, or a comment. Unless noted, the call rests on the fitted dose curve; in most records, active means well fitted curve in the direction sought with a large enough effect; inconclusive means small, poorly fitted or top-dose-only effect, or another doubt; inactive means no such curve, though single readings can be large; an effect the other way counts as inactive or inconclusive.

SMILES | Pol beta inh | Glioma ERSR ind | BLM inh | Pol iota inh | POLH inh | Anesthetic bind | LDHA block | APE1 inh | POLK inh
COc1cc(=O)n(C)c2c(OCC(O)C(C)(C)O)cccc12 (stereo not given) | 12.3%[57.1 µM] | -4.4%&-3.4% | 1.1% | -4.7% | -6.6% | nt | -2.7 | 46.5%&-5.5%&0.1%[activator] | 0.7%
Cc1ccc(NC2=C(N3CCOCC3)C(=O)c3ccccc3C2=O)cc1 | 14.1µM* | -2.5% | -5.4% | 8.91µM* | -3.3% | -8.8% | 25.9 | 1.5% | -15.6%
O=C(CO/N=C\c1ccccc1)Nc1ccccc1C(=O)N1CCOCC1 | 14.6% | -0.7% | 1.9% | 9.1% | -7.4% | -5.7% | -6.8 | 8.4% | -2.4%
COc1ccc(NC(=S)N2CCN(C(c3ccccc3)c3ccccc3)CC2)cc1OC | 2.0% | -0.5% | -10.2% | 7.5% | -19.6% | -9.4% | 5.3 | -3.7% | -9.8%
CC[n+]1c(/C=C/C=C/N(C(C)=O)c2ccccc2)sc2cc(OC)ccc21 | 15.8µM* | -7.9% | ? | ? | ? | ? | -5.8 | -5.6% | 35.5µM*
c1ccc(COc2ncnc3c2ncn3CCCNCc2ccccn2)cc1 | nt | -1.6% | nt | -12.3% | -5.5% | nt | -4.6 | nt | -12.0%
Cc1ccc(-n2c(C)cc(C(=O)NS(=O)(=O)c3ccc(C)cc3)c2C)cc1 | 4.0% | 3.1% | 1.6% | 1.9% | -15.8% | 0.1% | 4.6 | 19.3% | -1.1%
CC(C)CN1CCNC(=O)C1CC(=O)NCCc1cnn(-c2ccccc2)c1 (stereo not given) | 10.8% | -2.3% | -4.2% | 19.1% | -14.3% | -8.8% | 4.1 | 4.5% | 5.1%
Cc1cc(Nc2nc3ccccc3nc2Cl)n(-c2ccccc2)n1 | 1.9% | -3.9% | -3.3% | -1.4%[58.9 µM] | 0.2% | -7.6% | -4.6 | 3.2% | -6.9%
CCOc1ccc(C2Nc3ccccc3-c3nnc(SCc4ccccc4)nc3O2)cc1OC (stereo not given) | -0.7% | 2.1% | -10.9% | -4.0% | -15.1% | ? | -5.1 | nt | -18.8%
COc1ccc(-c2[nH]n(-c3ccc([N+](=O)[O-])cc3)c(=O)c2C=NCc2ccc(F)cc2)cc1 | -0.1% | -3.2% | 1.0% | 12.4% | 2.9% | -5.7% | -6.6 | 29.8% | -9.1%
c1csc(-c2nnc(N3CCOCC3)c3ccccc23)c1 | -0.6% | -2.3% | -4.2% | 113.9%[activator] | -8.7% | -9.5% | 5.8 | -2.7% | -6.9%
COc1ccc(OCC(=O)Nc2nc3c(s2)CCCC3)cc1 | -16.1% | -0.8% | -6.1% | 27.2% | -24.0% | -14.3% | -15.8 | 45.1% | -4.5%
O=C(c1cccc(C(F)(F)F)c1)C1CCCN(C(=O)CCn2cnnn2)C1 (stereo not given) | 33.0% | -4.2% | -3.6% | 31.9%[activator] | -6.3% | -3.3% | -0.6 | 15.7% | -1.6%
COC(=O)C1=C(C)N(CCCC(=O)O)C(=O)NC1c1cccc2ccccc12 (stereo not given) | nt | 2.4% | nt | 18.3% | 2.1% | nt | -0.6 | nt | 5.8%

Single records, as listed above. Order of screens: Pol beta inh	Glioma ERSR ind	BLM inh	Pol iota inh	POLH inh	Anesthetic bind	LDHA block	APE1 inh	POLK inh
Cc1ccc(-n2c(C)cc(C(=O)NS(=O)(=O)c3ccc(C)cc3)c2C)cc1 is entered as 4.0%	3.1%	1.6%	1.9%	-15.8%	0.1%	4.6	19.3%	-1.1%
COc1ccc(OCC(=O)Nc2nc3c(s2)CCCC3)cc1 is entered as -16.1%	-0.8%	-6.1%	27.2%	-24.0%	-14.3%	-15.8	45.1%	-4.5%
COc1ccc(NC(=S)N2CCN(C(c3ccccc3)c3ccccc3)CC2)cc1OC is entered as 2.0%	-0.5%	-10.2%	7.5%	-19.6%	-9.4%	5.3	-3.7%	-9.8%
COC(=O)C1=C(C)N(CCCC(=O)O)C(=O)NC1c1cccc2ccccc12 (stereo not given) is entered as nt	2.4%	nt	18.3%	2.1%	nt	-0.6	nt	5.8%
Cc1cc(Nc2nc3ccccc3nc2Cl)n(-c2ccccc2)n1 is entered as 1.9%	-3.9%	-3.3%	-1.4%[58.9 µM]	0.2%	-7.6%	-4.6	3.2%	-6.9%

3 structures already listed, ordered by formula weight, smallest number first.
SMILES | Pol beta inh | Glioma ERSR ind | BLM inh | Pol iota inh | POLH inh | Anesthetic bind | LDHA block | APE1 inh | POLK inh
c1csc(-c2nnc(N3CCOCC3)c3ccccc23)c1 | -0.6% | -2.3% | -4.2% | 113.9%[activator] | -8.7% | -9.5% | 5.8 | -2.7% | -6.9%
COc1ccc(OCC(=O)Nc2nc3c(s2)CCCC3)cc1 | -16.1% | -0.8% | -6.1% | 27.2% | -24.0% | -14.3% | -15.8 | 45.1% | -4.5%
O=C(CO/N=C\c1ccccc1)Nc1ccccc1C(=O)N1CCOCC1 | 14.6% | -0.7% | 1.9% | 9.1% | -7.4% | -5.7% | -6.8 | 8.4% | -2.4%

Next structures follow:
SMILES | Pol beta inh | Glioma ERSR ind | BLM inh | Pol iota inh | POLH inh | Anesthetic bind | LDHA block | APE1 inh | POLK inh
COc1ccc(C(=O)NNC(=O)c2ccccc2[N+](=O)[O-])cc1 | 3.0% | 3.6% | -4.9% | 11.0% | -16.1% | -12.8% | -6.8 | 1.9% | -4.6%
CCOC(=O)COc1ccccc1-c1ccno1 | 42.1% | -3.6% | -2.8% | 2.9% | -4.6% | -5.6% | -3.4 | 7.7% | -13.1%
CC(=O)c1cccc(NC(=O)Cn2c(-c3cncs3)nc3ccccc32)c1 | 3.0% | -2.0% | 4.2% | -2.4% | -17.8% | -5.2% | -13.6 | nt | 5.5%
O=[N+]([O-])c1cc(-c2nnc(Nc3ccc(O)cc3)c3ccccc23)ccc1N1CCOCC1 | -14.0% | -3.7% | -7.4% | 54.9%[activator] | 1.5% | -14.1% | 2.6 | -1.5% | -22.9%
CCn1c(NCc2cc(Br)ccc2NS(=O)(=O)c2ccc(C)cc2)nc2ccccc21 | -0.9% | -7.6% | -9.3% | -16.7% | -18.6% | -3.6% | 1.2 | -3.5% | -1.0%
Cn1cc(Cl)c(C(=O)Nc2cnn(Cc3ccc(F)cc3)c2)n1 | 8.6% | 0.5% | -2.3% | 15.5% | -7.4% | ? | 0.6 | 0.1% | -21.7%
COCC(=O)/C=C1\Sc2ccccc2N1C | -2.3% | 1.2% | 0.0% | 32.1% | -13.9% | -3.5% | 0.7 | 17.9% | -4.1%
CCN(CC(=O)Nc1ccc(OC)cc1)C(=O)c1cc([N+](=O)[O-])ccc1N1CCOCC1 | nt | -4.5% | nt | 24.8% | -11.7% | nt | -1.9 | 25.1% | -18.2%
O=C(Nc1ccccc1C(=O)N/N=C/c1ccco1)c1ccc(F)cc1 | 0.8% | -1.3% | -2.6% | 1.7% | -19.0% | -2.4% | 3.5 | 3.2% | 0.9%
CCC(C(=O)N1CCN(S(=O)(=O)c2ccc(F)cc2)CC1)c1ccccc1 (stereo not given) | nt | -3.4% | nt | -4.0% | -5.8% | nt | -4.8 | 12.1% | -6.1%

A portion of the library. The share of hits here may be higher or lower than overall.
